# Source: PubChem
# GRK2 inh – compounds blocking aptamer binding on GRK2 – biochemical, human GRK2, bead flow cytometry, HTS, primary screen; FAM-aptamer displacement from GRK2; AID 488847, 2010; inhibition of aptamer binding, % at 10 µM; hit rate 0.59% among 330,000;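 active = inhibition of aptamer binding above 40%, roughly 3 SD of noise, on plates passing a quality check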;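 also: median bead fluorescence of bound FAM aptamer so fluorescent compounds give negative values; no value below 0 was filed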
# Target sequence (P25098 whole entry, looked up): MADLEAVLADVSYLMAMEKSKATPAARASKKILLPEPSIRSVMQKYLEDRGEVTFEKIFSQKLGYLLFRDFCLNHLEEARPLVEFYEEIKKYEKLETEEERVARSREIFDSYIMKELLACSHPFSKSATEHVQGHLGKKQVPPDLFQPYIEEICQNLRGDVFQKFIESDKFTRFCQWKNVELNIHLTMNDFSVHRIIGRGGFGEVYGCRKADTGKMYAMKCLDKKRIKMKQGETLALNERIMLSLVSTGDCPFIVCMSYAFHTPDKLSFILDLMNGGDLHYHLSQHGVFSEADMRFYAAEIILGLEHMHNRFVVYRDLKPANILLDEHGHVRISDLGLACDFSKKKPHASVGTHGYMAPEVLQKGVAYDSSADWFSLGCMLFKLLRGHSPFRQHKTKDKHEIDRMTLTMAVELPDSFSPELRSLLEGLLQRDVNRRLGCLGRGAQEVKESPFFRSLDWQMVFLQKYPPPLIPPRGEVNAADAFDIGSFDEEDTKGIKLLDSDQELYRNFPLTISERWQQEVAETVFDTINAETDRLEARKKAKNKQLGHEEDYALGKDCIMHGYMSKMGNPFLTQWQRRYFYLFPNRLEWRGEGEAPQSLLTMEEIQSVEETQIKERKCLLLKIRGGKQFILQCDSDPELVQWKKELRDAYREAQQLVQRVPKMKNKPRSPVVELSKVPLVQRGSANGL
# VLA-4 inh – inhibition in human VLA-4 binding assay, primary screen, VLA-4 allosteric modulator project, MLPCN library, flow cytometry, VLA-4 expressing cells; ligand binding flow cytometry; AID 2557, 2010; inhibition, % (about 7 µM as worked out from the volumes in the protocol); hit rate 0.2% among 330,000; Integrin alpha-4 (Homo sapiens), P13612; in the data active = inhibition above about 50%
# Fam108B counter – mouse Fam108B serine hydrolase inhibitors, primary screen, counter-screen for RBBP9 inhibitor project, biochemical, fluorescence polarization; recombinant Fam108B, FP-Rh probe fluorescence polarization; inhibition, % at 9.51 µM; hit rate 0.33% among 300,000; AID 1947, 2009;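 active = inhibition above the screen mean inhibition plus 3 SD, computed separately per campaign, cut at about 18% in these data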;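 also: inhibitors lower polarization as less probe binds the enzyme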
# MEX-5 binding – MEX-5 zinc finger RNA-binding disruptors – biochemical, C. elegans, fluorescence polarization, MLPCN library, primary screen; Zinc finger protein mex-5 (Caenorhabditis elegans), Q9XUB2; MEX-5/FITC-TCR2 RNA binding; hits give low values; activity score (negative = inhibition of binding), % at 10 µM; hit rate 0.38% among 300,000; AID 1832, 2009;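 active = inhibition past about -25% in most replicates, and total fluorescence under double the plate's negative control median, limit read from the data; inconclusive = replicates evenly split on the limit, or fluorescence at least double controls; inactive = too little inhibition in most replicates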;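 also: 0% = DMSO and -100% = 5 µM competing unlabeled TCR2 RNA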
# GLD-1 RNA inh – GLD-1/TGE RNA complex disruptors, primary screen, biochemical, fluorescence polarization; Female germline-specific tumor suppressor gld-1 (Caenorhabditis elegans), Q17339; purified GLD-1 + fluorescein TGE RNA; inhibition, % at 5.96 µM; hit rate 0.44% among 320,000; AID 2280, 2010;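 active = percent inhibition above a per-plate cutoff, the plate mean of test compounds plus 3 SD, cut at about 30% in these data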;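 also: 0% = DMSO wells with GLD-1 and probe and 100% = wells lacking GLD-1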
# MCL1-BIM inh – inhibitors of MCL1 binding to BIM-BH3, primary screen, biochemical, fluorescence polarization; Induced myeloid leukemia cell differentiation protein Mcl-1 (Homo sapiens), Q07820; GST-MCL1 / FITC-Bim-BH3 fluorescence polarization; inhibition, % at 10.9 µM; hit rate 0.68% among 320,000; AID 2057, 2009;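 active = inhibition above the mean inhibition of all tested compounds plus 3 SD, set per campaign, cut at about 40% in these data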;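 also: 0% = DMSO wells and 100% = unlabeled Bim-BH3 peptide control; higher means more loss of mP so more displacement of Bim peptide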
# Target sequence (Q07820 whole entry, looked up): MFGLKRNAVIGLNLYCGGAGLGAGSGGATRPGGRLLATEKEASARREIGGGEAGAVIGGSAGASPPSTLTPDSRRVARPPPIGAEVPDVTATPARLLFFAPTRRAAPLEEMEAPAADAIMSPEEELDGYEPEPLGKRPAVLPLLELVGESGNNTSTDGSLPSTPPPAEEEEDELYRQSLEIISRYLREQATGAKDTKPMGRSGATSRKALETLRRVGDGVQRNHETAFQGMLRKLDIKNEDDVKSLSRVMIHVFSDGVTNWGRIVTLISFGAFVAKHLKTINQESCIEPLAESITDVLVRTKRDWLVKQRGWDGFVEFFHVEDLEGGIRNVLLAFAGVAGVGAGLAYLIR
# BCLXL inh – inhibitors of human Bcl-xL, primary screen, biochemical, fluorescence polarization, HTS | inhibition, % at 10.9 µM | AID 2129, 2009 | hit rate 0.7% among 320,000 | Bcl-2-like protein 1 (Homo sapiens), Q07817 | GST-Bcl-xL / FITC-Bim BH3 peptide fluorescence polarization;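 active = inhibition above the mean of all tested compounds plus 3 SD, cutoff set per campaign, cut at about 30% in these data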;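 also: 0% = DMSO wells and 100% = unlabeled Bim-BH3 peptide competitor; inhibitors lower millipolarization by displacing the labeled peptide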
# AGP1 TOR yeast – modulators of AGP1-GFP expression in yeast TOR pathway, primary screen, cell-based, multiplex flow cytometry, S. cerevisiae, MLPCN library; hit rate 0.02% among 320,000; 3 h; GFP as percent of DMSO wells; GFP response vs DMSO, % at 10 µM;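 active = GFP response relative to DMSO above a set limit, near screen average plus 3 SD, cut at about 150% in these data; inconclusive = fewer than 70 cells counted for the yeast strain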;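 also: median GFP channel fluorescence of the gated AGP1 strain per well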
# CIT2-GFP yeast – modulators of CIT2-GFP expression in yeast, primary screen, S. cerevisiae, GFP fusion, multiplex flow cytometry, MLPCN library | hit rate 0.065% among 320,000 | AID 2029, 2009 | GFP response vs DMSO, % at 10 µM | S. cerevisiae CIT2-GFP strain, 3 h; 100 means same as DMSO wells;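 active = GFP response relative to DMSO above a set limit, near the screen mean plus 3 SD, cut at about 150% in these data; inconclusive = Fewer than 70 cells measured for a yeast strain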;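 also: ratio of well median GFP fluorescence to mean of DMSO wells on the plate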
# Numbers without * were called inactive; ? = inconclusive; . = no result given.
SMILES,GRK2 inh,VLA-4 inh,Fam108B counter,MEX-5 binding,GLD-1 RNA inh,MCL1-BIM inh,BCLXL inh,AGP1 TOR yeast,CIT2-GFP yeast
Cc1cc(OCC(=O)OCC(=O)N(C)Cc2ccccc2C)ccc1Cl,0,13,.,.,1,0,2,101,99
CCCC(=O)Nc1nnc(/C=C/c2ccccc2)s1,0,2,0,-0.8,-2,-11,6,102,118
Cc1ccc(N=C2N=C(N)c3ccccc32)c(C)c1,3,0,1,2.0,9,0,4,100,101
C/C(=N/NC(=O)c1ccc(-c2ccccc2)cc1)c1cc(O)cc(O)c1,0,-6,.,.,.,.,.,89,89
O=C(NCc1cccc(Cl)c1)c1cccc(S(=O)(=O)N2CCCCC2)c1,1,22,.,.,3,1,2,92,91
Cc1ccc(NCC(O)C(O)C(O)CO)c(N=Nc2ccccc2)c1C (centres undefined),1,-1,1,-0.9,6,3,0,103,103
C#CCOc1c(Br)cc(/C=C2/C(=O)ON=C2C)cc1OC,5,10,-2,0.3,-2,-2,1,89,95
CC(Sc1nnc(C(C)Oc2ccccc2F)o1)C(=O)NCc1ccc2c(c1)OCO2 (centres undefined),2,1,.,.,4,7,2,106,103
COc1ccc(OC)c(CCNC(=O)CS(=O)(=O)Cc2nc(-c3ccc(C)cc3)oc2C)c1,1,14,3,0.8,7,2,3,96,92
O=C(Nc1ccccc1)N(C1=NCCC1)c1ccccc1,1,3,-1,-2.2,-1,0,6,.,.
S=C(NCCc1ccccc1)Nc1ccccc1Cl,0,11,0,-0.5,4,10,11,95,96
CCOC(=O)N1CCN(C(=O)c2ccccc2N(Cc2ccccc2)S(=O)(=O)c2ccccc2)CC1,2,12,3,-2.4,2,-2,2,108,106
CCN(NC(=O)C(O)(c1ccc(F)cc1)c1ccc(F)cc1)C(=O)c1ccccc1,2,17,0,0.6,-1,-5,1,120,88
COc1nc(NS(=O)(=O)c2ccc(C)cc2)nc(C)c1Cl,1,-24,3,-1.0,7,-3,1,101,104
C(=C\c1ccccc1)/C=N/n1cnnc1,0,-2,3,0.7,4,7,1,104,96
COC(=O)c1ccc(N2CCN(S(=O)(=O)c3ccc(Br)cc3)CC2)c([N+](=O)[O-])c1,2,14,-3,1.1,4,4,8,98,.
O=C(CN(C(=O)CCNC(=O)c1ccco1)c1ccccc1)NC1CCCC1,1,5,0,-1.2,2,-1,1,89,.
COc1ccc(Cl)cc1NC(=O)CSc1nnc(Cn2c(=O)sc3ccccc32)n1C,1,-5,-2,.,2,0,0,106,98
Cc1cc(C)c(C#N)c(SCC(=O)Nc2ccccc2)n1,0,-10,-1,-0.8,-5,3,3,103,87
O=C(NCCO)c1ccc(CSc2nc3ccccc3[nH]2)cc1,0,2,-3,0.2,4,-12,-2,104,90
CCNC(=O)CC(=O)Nc1ccccc1C(=O)O,1,-38,2,1.9,-7,2,2,100,110
COC(=O)c1cc(Br)c(=O)n(Cc2ccc3c(c2)OCO3)c1,0,0,-2,2.0,7,-2,4,.,92
COC(=O)c1ccc(COc2ccc(-c3nnn(CC(N)=O)n3)cc2)cc1,0,-2,-21,-0.6,1,6,3,100,94
CCCCN(C(=O)c1ccc(C)c(S(=O)(=O)N2CCOCC2)c1)c1c(N)n(CC(C)C)c(=O)[nH]c1=O,2,19,-1,-0.5,0,-6,-13,109,101
COc1ccc(S(=O)(=O)NC(C)C(=O)NCC2CCCO2)cc1OC (centres undefined),0,-1,10,0.3,-5,13,3,109,106

# (further entries)
SMILES,GRK2 inh,VLA-4 inh,Fam108B counter,MEX-5 binding,GLD-1 RNA inh,MCL1-BIM inh,BCLXL inh,AGP1 TOR yeast,CIT2-GFP yeast
O=C(CSc1ncn(-c2ccccc2)n1)Nc1nccs1,0,-7,2,-1.4,-4,-19,-9,102,.
Cc1ccccc1OCC(=O)NN1C(=O)C2C3C=CC(O3)C2C1=O (centres undefined),0,6,2,-2.1,3,10,9,94,.
Cn1nc(C(C)(C)C)cc1NC(=O)Nc1cc(Cl)cc(Cl)c1,0,17,-6,1.1,9,0,0,97,95
COc1cc(-n2c(=O)c3ccccc3n(Cc3cccnc3)c2=O)cc(OC)c1OC,0,3,-3,-2.1,1,-5,2,101,101
C=CCN(CC(=O)Nc1cccnc1)S(=O)(=O)c1ccc(Cl)cc1,1,-2,.,.,0,.,.,104,109
Cc1ccc(-c2nn(-c3ccccc3)cc2/C=N/O)cc1,1,16,-4,-1.1,7,-11,0,88,95
COc1cc(NC(=O)c2ccccc2)c(OC)cc1Cl,2,3,1,1.0,2,4,1,.,105
COCCNC(=O)CCCC(=O)NCCOC,0,13,0,-1.4,2,9,8,97,103
COc1ccc(/C=N/NC(=O)Cc2cc(OC)c(OC)cc2[N+](=O)[O-])cc1,0,9,2,1.8,5,5,6,108,113
COC(=O)C1=C(C)N(C)C(=S)NC1c1ccccc1 (centres undefined),4,11,-3,0.6,-5,-9,1,110,106
COc1ccc(N(C)C(=O)c2cc3c(s2)-c2ccccc2OC3)c(OC)c1,2,-9,-7,-2.3,-2,4,6,107,98
COc1cc([N+](=O)[O-])cc(/C=N/NC(=O)Cn2cncn2)c1O,0,-3,5,-12,1,2,4,110,116
O=C(COC(=O)[C@H](Cc1ccccc1)NC(=O)c1cccs1)Nc1c(Cl)cccc1Cl,2,28,3,-4.8,4,-11,-1,94,101
Cc1cccc(N2CCN(C(=O)C(C)C)CC2)c1C,0,-5,0,-17,-2,6,9,93,84
COc1nc(N)c(S(=O)(=O)c2ccccc2)cc1C#N,0,-1,-3,-3.9,-26,-30,-15,100,99
CNC(=O)C1CCN(S(=O)(=O)c2c(C)noc2/C=C/c2ccc(C)cc2)CC1,0,-7,5,0.8,-1,0,2,103,103
COc1ccc(Cl)c(Cn2c(NCC(C)O)nc3c2c(=O)n(C)c(=O)n3C)c1 (centres undefined),0,13,2,1.6,0,7,5,92,90
Cc1ccc(CNC(=O)c2cc(S(=O)(=O)N3CCCCC3)ccc2N2CCOCC2)cc1,1,4,.,.,4,1,3,97,99
CCCS(=O)(=O)N1CCN(c2ccccc2F)CC1,3,7,-6,-3.2,-5,-4,-5,102,99
Cc1[nH]c(=O)c(C#N)c2c1CSC(C)(C)C2,0,-4,1,1.0,4,4,4,108,101
Cc1cccc(C(=O)NCC(=O)OCC(=O)N(C)CC(=O)Nc2ccccc2Cl)c1,3,-1,.,.,2,10,6,99,96
COCCNC(=O)c1ccccc1NC(=O)c1ccccc1SC,3,5,-2,-0.3,10,8,-1,105,94
Cc1ccc(Oc2nc3ccccc3n3cccc23)cc1,0,4,1,-0.9,1,5,-3,109,101
O=C(N/N=C/c1ccc2cccc(OCc3ccccc3)c2n1)c1ccc(Cl)cc1,0,-12,-28,-3.4,-13,-4,-4,97,104
O=C(Nc1cccc2nsnc12)C1CC(=O)N(c2ccccc2)C1 (centres undefined),2,-9,1,1.5,-4,-1,7,93,89

# Two compounds from above, limited to VLA-4 inh, GRK2 inh and CIT2-GFP yeast.
mol	VLA-4 inh	GRK2 inh	CIT2-GFP yeast
COc1ccc(Cl)c(Cn2c(NCC(C)O)nc3c2c(=O)n(C)c(=O)n3C)c1 (centres undefined)	13	0	90
Cc1ccc(CNC(=O)c2cc(S(=O)(=O)N3CCCCC3)ccc2N2CCOCC2)cc1	4	1	99

# Later entries
SMILES,GRK2 inh,VLA-4 inh,Fam108B counter,MEX-5 binding,GLD-1 RNA inh,MCL1-BIM inh,BCLXL inh,AGP1 TOR yeast,CIT2-GFP yeast
CC(Oc1ccc2c(-c3ccccc3)cc(=O)oc2c1)C(=O)N[C@H](Cc1c[nH]c2ccccc12)C(=O)O (some centres undefined),0,-9,-4,-0.8,1,2,8,?,?
Cc1ccc(-c2csc(=Nc3cccnc3)n2CCCn2ccnc2)cc1C,.,11,0,-6.6,5,12,3,92,93
CC(=O)C1=C(C)NC(SCC(=O)c2ccc(-c3ccccc3)cc2)=C(C#N)C1c1cccnc1 (centres undefined),0,-56,-18,.,-35,-21,-15,98,93
CCOCCn1c(CN2CCOCC2)nc2c1c(=O)[nH]c(=O)n2C,0,9,3,-2.3,2,-1,-3,89,84
CCn1c(NN)nc2sc3c(c2c1=O)CCC3,1,11,2,.,-2,5,4,96,98
CCOC(=O)C(=CN=C(N)Nc1nc2ccccc2o1)C(=O)OCC,0,10,-1,-3.0,-5,2,10,99,101
COC(=O)C(NS(=O)(=O)c1ccc(C)cc1)c1ccccc1 (centres undefined),3,6,-2,1.7,6,-3,5,100,102
CCOC(=O)C1CCN(C(=O)COC(=O)CSc2ccccc2C)CC1,0,0,.,.,3,.,.,99,108
O=C(N/N=C/C=C/c1ccccc1)C(O)c1ccccc1 (centres undefined),4,7,2,-4.0,-1,7,1,100,99
COCCN(CCOC)S(=O)(=O)c1ccc(C(=O)Nc2nnc(C)o2)cc1,0,0,2,3.0,4,7,2,105,104
CCOCCCNC(=S)N1C2CCC1CC(NC(=O)NC13CC4CC(CC(C4)C1)C3)C2 (centres undefined),0,7,-3,1.8,2,0,2,94,94
CCCc1nnc(NC(=O)Cn2c(=O)sc3ccccc32)s1,1,-8,6,-2.8,7,10,3,92,100

# Among those listed so far, these have an aryl methoxy group:
SMILES,GRK2 inh,VLA-4 inh,Fam108B counter,MEX-5 binding,GLD-1 RNA inh,MCL1-BIM inh,BCLXL inh,AGP1 TOR yeast,CIT2-GFP yeast
C#CCOc1c(Br)cc(/C=C2/C(=O)ON=C2C)cc1OC,5,10,-2,0.3,-2,-2,1,89,95
COc1ccc(OC)c(CCNC(=O)CS(=O)(=O)Cc2nc(-c3ccc(C)cc3)oc2C)c1,1,14,3,0.8,7,2,3,96,92
COc1nc(NS(=O)(=O)c2ccc(C)cc2)nc(C)c1Cl,1,-24,3,-1.0,7,-3,1,101,104
COc1ccc(Cl)cc1NC(=O)CSc1nnc(Cn2c(=O)sc3ccccc32)n1C,1,-5,-2,.,2,0,0,106,98
COc1ccc(S(=O)(=O)NC(C)C(=O)NCC2CCCO2)cc1OC (centres undefined),0,-1,10,0.3,-5,13,3,109,106
COc1cc(-n2c(=O)c3ccccc3n(Cc3cccnc3)c2=O)cc(OC)c1OC,0,3,-3,-2.1,1,-5,2,101,101
COc1cc(NC(=O)c2ccccc2)c(OC)cc1Cl,2,3,1,1.0,2,4,1,.,105
COc1ccc(/C=N/NC(=O)Cc2cc(OC)c(OC)cc2[N+](=O)[O-])cc1,0,9,2,1.8,5,5,6,108,113
COc1ccc(N(C)C(=O)c2cc3c(s2)-c2ccccc2OC3)c(OC)c1,2,-9,-7,-2.3,-2,4,6,107,98
COc1cc([N+](=O)[O-])cc(/C=N/NC(=O)Cn2cncn2)c1O,0,-3,5,-12,1,2,4,110,116
COc1nc(N)c(S(=O)(=O)c2ccccc2)cc1C#N,0,-1,-3,-3.9,-26,-30,-15,100,99
COc1ccc(Cl)c(Cn2c(NCC(C)O)nc3c2c(=O)n(C)c(=O)n3C)c1 (centres undefined),0,13,2,1.6,0,7,5,92,90
